# a7 integrin act – activators of alpha7 integrin expression for muscular dystrophy; alpha7betagal myoblasts, beta-gal FDG fluorescence, 48 h; Potency, µM (highest dose often 38.3 µM), without a hit: top-dose activation, most hits filed as activators; 350,000 compounds, 0.064% hits; AID 624291;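 note: potency is the fitted concentration of half-maximal effect; 100% = response of the positive control SU9516; nearly all actives have a fitted effect of over 60% in size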
#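 Alpha7betagal+/- myoblasts (passage 13) were plated 16-24 hr, then exposed to compounds (1:260 dilution of DMSO stock) for 48 hours at 37C. After MPER lysis, β-galactosidase reporter activity was read as FDG fluorescence (ex 480/em 540) after 30 minutes.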
# ASM inhibitor – human S-ASM enzyme inhibition. Potency, µM (titrated, usually from 57.5 µM), for inactives: at the highest dose activity change, negative = inhibition, usual class: inhibitors. placental ASM, HMU-PC fluorogenic substrate, 60 min. 340,000 compounds, 0.006% hits. P17405; note: potency is the fitted concentration of half-maximal effect
# Target sequence (P17405 47-631 limits assumed): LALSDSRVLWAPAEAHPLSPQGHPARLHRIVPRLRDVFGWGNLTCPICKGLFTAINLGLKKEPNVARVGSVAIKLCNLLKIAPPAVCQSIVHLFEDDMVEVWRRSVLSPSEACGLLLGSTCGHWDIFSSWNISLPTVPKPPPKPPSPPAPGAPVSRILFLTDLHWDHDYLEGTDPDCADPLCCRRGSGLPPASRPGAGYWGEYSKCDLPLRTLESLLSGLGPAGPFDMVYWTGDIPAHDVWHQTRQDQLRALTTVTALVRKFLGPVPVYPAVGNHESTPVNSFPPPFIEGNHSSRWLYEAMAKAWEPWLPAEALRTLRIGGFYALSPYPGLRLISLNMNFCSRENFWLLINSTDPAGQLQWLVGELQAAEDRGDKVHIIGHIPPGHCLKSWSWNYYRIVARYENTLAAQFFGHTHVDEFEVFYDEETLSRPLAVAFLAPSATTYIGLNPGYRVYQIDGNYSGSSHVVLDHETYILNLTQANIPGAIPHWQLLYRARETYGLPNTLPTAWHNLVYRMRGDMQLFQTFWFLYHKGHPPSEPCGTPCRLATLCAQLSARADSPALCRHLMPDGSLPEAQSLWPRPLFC
#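 Steps: dispense placental human ASM, pin compound, wait 10 min at room temperature, add HMU-PC0 substrate at 9 uM final, incubate 60 min at 37 °C, add stop solution raising pH to 10, read fluorescence.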
# TCR act – activates T cell receptor signaling | primary human leukocytes, anti-CD3, IL-2 HTRF, 48 h | Potency, µM (titrated, usually from 9.22 µM), for inactives: at the highest dose activation of IL-2 secretion, hits mostly activators | 330,000 tested, under 10 active | AID 504894; note: % of control where 0% means no effect
#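 Using a-CD3 beads without co-stimulation, primary human leukocytes were exposed to compounds for 48 hr. An HTRF IL-2 kit measured the cytokine, with europium-to-d2 energy transfer producing emission at 665nm upon 320nm excitation.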
# TSG101-PTAP inh – blocks PTAP/TSG101 interaction to inhibit HIV-1 budding | Potency, µM (titrated, usually from 115 µM), for inactives: top-dose activity change, negative = inhibition, actives largely listed as inhibitors | Q99816 | Fluorescence polarization, FITC-PTAP peptide / Tsg101 binding | 340,000 tested, under 10 active; active = well fitted inhibition curve with a large enough effect in the main read-out, with a control signal flat, not every such curve was filed as active; inconclusive = small, poorly fitted or top-dose-only effect, or effect the other way, or a change in a side signal; inactive = no such curve, though single readings can be large or run the other way; note: potency is the fitted concentration of half-maximal effect; % of control where 0% means no effect
#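 FP read-out: FITC-PTAP peptide, 50 nM final, binding Tsg101 binding domain, 10 uM final; 20 min, r.t.; 10 mM HEPES pH 7.5, 0.15 M NaCl, 0.01% Tween 20, 3 mM EDTA, 0.1 mM TCEP.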
# * marks the source's active call; other numbers are inactive results; i = inactive; ? = inconclusive; [ ] = dose if it differs, or a comment. Unless noted, calls come from the whole dose curve; as a rule, active = well fitted curve in the direction sought with a large enough effect; inconclusive = small, poorly fitted or top-dose-only effect, or another doubt; inactive = no such curve, though single readings can be large; an effect the other way counts as inactive or inconclusive. A portion of the library, so the mix of outcomes need not match the whole.
# Codes – A = a7 integrin act; B = ASM inhibitor; C = TCR act; D = TSG101-PTAP inh
COC(=O)c1c(NC(=O)CSc2ncnc3ccccc23)sc(C)c1C
  A: -0.1%; B: -0.3%; C: -0.2%; D: -1.7%
Cc1cc(C)c(S(=O)(=O)N2CCN(C(=O)c3ccccc3OCc3c(C)noc3C)CC2)c(C)c1
  A: -17.3%; B: -1.6%; C: 2.7%; D: -0.5%
CCOC(=O)NC1CCc2cc(OC)c(OC)c(OC)c2-c2ccc(SC)c(=O)cc21 (centres undefined)
  A: -10.8%; B: -6.4%; C: -0.3%; D: -2.8%
COc1ccc(-c2oc3ccc(-c4ccc5c(c4)OCO5)cc3c2C#CC2(O)CCCCC2)cc1
  A: 9.4%; B: 8.4%; C: 8.0%; D: 1.0%
Cc1c2c(cc3c1[nH]c1ccccc13)C=NCC2
  A: -70.0%[inhibitor]; B: 3.1%; C: -8.1%; D: -2.2%
CC(=O)Nc1cc(F)c2c(c1F)Cc1cc(F)ccc1-2
  A: -10.8%; B: -3.8%; C: -3.6%; D: 0.0%
CCC(=NOCc1ccccc1)C(=O)NNS(=O)(=O)c1ccc(C)cc1
  A: -3.3%; B: -1.9%; C: -3.4%; D: -0.4%
COc1cccc(C(CCc2cc(OC)c(OC)c(OC)c2)NC(C)=O)c1 (centres undefined)
  A: 11.8%; B: -0.4%; C: -2.1%; D: -2.4%
COc1ccc(-c2cc(C(=O)NC3CCCC3)c3ccccc3n2)cc1OC
  A: 15.7%; B: 122.0%; C: -1.0%; D: -0.7%
O=CN(Cc1nc2ccccc2[nH]1)c1ccc(C(=O)O)cc1
  A: -14.1%; B: 2.7%; C: 2.6%; D: 3.1%
NCCCC[C@H]1CN=C(N)N1CC1CCCCC1
  A: -4.6%; B: -1.0%; C: 2.6%; D: 4.0%
O=c1o[nH]c(-c2ccccc2)c1-c1ccccc1
  A: -19.6%; B: 3.5%; C: 7.7%; D: -3.8%
O=[N+]([O-])c1ccc(CS(=O)Cc2ccccc2)cc1 (centres undefined)
  A: 26.3%; B: 1.6%; C: 0.5%; D: -5.6%
N#CCC(CNc1ncc(C(F)(F)F)cc1Cl)OC(=O)c1c(F)cccc1F (centres undefined)
  A: -17.6%; B: -2.0%; C: -0.5%; D: -7.3%
C=CCN1c2ccccc2[C@]23C[C@@H](C(=O)OC)N(C(=O)NC4CCCC4)C2=NC(C(=O)OC)=C(C(=O)OC)[C@H]13
  A: 15.6%; B: 3.2%; C: 8.6%; D: -0.4%
Nc1ccn(C2OC(COC(=O)C34CC5CC(CC(C5)C3)C4)C(O)C2O)c(=O)n1 (centres undefined)
  A: -25.4%; B: 1.2%; C: 1.6%; D: -0.8%
O=C(Nc1cc(Cl)ccc1Cl)N1CCN(C(=O)Nc2cc(Cl)ccc2Cl)CC1
  A: -0.2%; B: -3.4%; C: -2.6%; D: 1.3%
CC(=O)c1sc2c(c1OC(=O)c1ccccc1)c(=O)n(-c1ccccc1)c(=S)n2-c1ccccc1
  A: 23.6%; B: 1.1%; C: 2.2%; D: -3.3%
Cc1ccc(C(=O)N2[C@@H]3CN(C)C(=O)[C@@]2(Cc2ccccc2)[C@H]2C(=O)N(C)C(=O)[C@@H]32)cc1
  A: 7.9%; B: 13.7%; C: 9.2%; D: -3.8%
Cc1c(NS(=O)(=O)c2cc(C(=O)Nc3ccc(F)cc3Cl)ccc2Cl)c(=O)n(-c2ccccc2)n1C
  A: 4.8%; B: -0.8%; C: -0.7%; D: -2.5%

# Six compounds picked at random from those above, as already listed:
# Codes – A = a7 integrin act; B = ASM inhibitor; C = TCR act; D = TSG101-PTAP inh
O=C(Nc1cc(Cl)ccc1Cl)N1CCN(C(=O)Nc2cc(Cl)ccc2Cl)CC1
  A: -0.2%; B: -3.4%; C: -2.6%; D: 1.3%
CC(=O)c1sc2c(c1OC(=O)c1ccccc1)c(=O)n(-c1ccccc1)c(=S)n2-c1ccccc1
  A: 23.6%; B: 1.1%; C: 2.2%; D: -3.3%
N#CCC(CNc1ncc(C(F)(F)F)cc1Cl)OC(=O)c1c(F)cccc1F (centres undefined)
  A: -17.6%; B: -2.0%; C: -0.5%; D: -7.3%
COc1ccc(-c2cc(C(=O)NC3CCCC3)c3ccccc3n2)cc1OC
  A: 15.7%; B: 122.0%; C: -1.0%; D: -0.7%
Cc1ccc(C(=O)N2[C@@H]3CN(C)C(=O)[C@@]2(Cc2ccccc2)[C@H]2C(=O)N(C)C(=O)[C@@H]32)cc1
  A: 7.9%; B: 13.7%; C: 9.2%; D: -3.8%
NCCCC[C@H]1CN=C(N)N1CC1CCCCC1
  A: -4.6%; B: -1.0%; C: 2.6%; D: 4.0%

# Continued:
# Codes – A = a7 integrin act; B = ASM inhibitor; C = TCR act; D = TSG101-PTAP inh
Cc1ccc(S(=O)(=O)NCC(=O)OCc2csc(CC(=O)Nc3ccccc3C)n2)cc1C
  A: -11.5%; B: 3.1%; C: -1.0%; D: -3.6%
COc1ccc(NC(=O)c2c[nH]c(=O)n(-c3ccc(C)c(C)c3)c2=O)c(OC)c1
  A: 12.4%; B: 0.0%; C: -2.9%; D: -1.1%
O=C(NN=Cc1ccccc1O)c1cccc([N+](=O)[O-])c1
  A: -23.5%; B: 0.6%; C: 1.4%; D: -3.6%
CN(C(=O)c1cccc(NC(=O)Cc2cccc(NC(=O)C3CCN(C(=O)CCc4ccccc4)CC3)c2)c1)C1CC1
  A: -14.6%; B: -0.3%; C: 1.1%; D: -0.9%
CCOC(=O)c1cc(-c2nnc(-c3cc(OC)c(OC)c(OC)c3)o2)c(C)nc1C
  A: -4.4%; B: 2.6%; C: 3.5%; D: -3.0%
Cc1cc(C)c2c3c(c(-c4ccccc4)n2n1)c(=O)n(C)c(=O)n3C
  A: -2.9%; B: 1.1%; C: 3.8%; D: -3.7%
O=C(Nc1ccc2c(c1)C(N1CCOCC1)c1ccccc1-2)C(F)(F)F (centres undefined)
  A: -7.9%; B: 3.6%; C: 5.5%; D: -1.0%
CC1(c2nnc(-c3ccccc3)o2)CC(c2c(Cl)cccc2Cl)=NO1 (centres undefined)
  A: 0.0%; B: 3.6%; C: -0.8%; D: -1.8%
CN1CCC(N(C)C(=O)c2ccc(Cl)c(S(=O)(=O)Nc3ccc(Cl)cc3)c2)CC1
  A: -41.8%; B: -1.7%; C: 1.8%; D: -3.3%
N#C/C(=C\c1ccc(Cl)cc1)C(=O)NC1CC1
  A: 2.0%; B: 4.6%; C: -3.5%; D: -4.7%

# Reformatted bar-delimited: 2 of the compounds above
SMILES | a7 integrin act | ASM inhibitor | TCR act | TSG101-PTAP inh
CN1CCC(N(C)C(=O)c2ccc(Cl)c(S(=O)(=O)Nc3ccc(Cl)cc3)c2)CC1 | -41.8% | -1.7% | 1.8% | -3.3%
CC1(c2nnc(-c3ccccc3)o2)CC(c2c(Cl)cccc2Cl)=NO1 (centres undefined) | 0.0% | 3.6% | -0.8% | -1.8%

# Later entries.
# Codes – A = a7 integrin act; B = ASM inhibitor; C = TCR act; D = TSG101-PTAP inh
CCCc1cc2c(cc1N(C)S(=O)(=O)c1ccccc1)OCO2
  A: 0.0%; B: 7.1%; C: -1.6%; D: 2.0%
Oc1ccc2ccccc2c1/C=C/c1ccc2c(Br)cc(Br)c(O)c2n1
  A: -21.7%; B: 7.4%; C: -1.4%; D: 1.2%
Cc1cccc(C(=O)NC(C)C2CC3CCC2C3)c1 (centres undefined)
  A: -2.0%; B: 0.5%; C: -28.8%; D: -0.6%
O=C1CCC/C1=c1\s/c(=C/c2cccnc2)c(=O)n1-c1ccccc1
  A: -12.3%; B: -1.5%; C: 6.7%; D: -1.7%
c1ccc2oc(-c3ccc(Nc4nc(N5CCOCC5)nc(N5CCOCC5)n4)cc3)nc2c1
  A: -15.6%; B: -2.3%; C: 1.2%; D: 2.3%
c1ccn(CCc2ccncc2)c1
  A: -4.8%; B: 6.1%; C: 3.8%; D: 5.2%
CN(C(=O)c1cccc(NC(=O)Cc2ccc(NC(=O)C3CCN(C(=O)C4CCC4)CC3)cc2)c1)C1CCCC1
  A: 26.2%; B: -2.7%; C: -2.7%; D: 0.6%
CCOc1cc2c(cc1OCC)C(c1ccc(F)cc1)NCC2 (centres undefined)
  A: ?; B: 3.6%; C: 3.5%; D: -1.9%
COc1ccc(CNC(=O)C2(CC3CC(c4ccccc4)=NO3)CCN(C(=O)c3cccc(O)c3)CC2)cc1 (centres undefined)
  A: -3.7%; B: -0.4%; C: -4.9%; D: -7.9%
O=c1nc2n(CCO)c3ccccc3cc-2c(=O)[nH]1
  A: 7.3%; B: i; C: 1.6%; D: -3.9%

# Part of the list above in order of count of non-hydrogen atoms, highest first.
# Codes – A = a7 integrin act; B = ASM inhibitor; C = TCR act; D = TSG101-PTAP inh
Cc1c(NS(=O)(=O)c2cc(C(=O)Nc3ccc(F)cc3Cl)ccc2Cl)c(=O)n(-c2ccccc2)n1C
  A: 4.8%; B: -0.8%; C: -0.7%; D: -2.5%
Oc1ccc2ccccc2c1/C=C/c1ccc2c(Br)cc(Br)c(O)c2n1
  A: -21.7%; B: 7.4%; C: -1.4%; D: 1.2%
CC1(c2nnc(-c3ccccc3)o2)CC(c2c(Cl)cccc2Cl)=NO1 (centres undefined)
  A: 0.0%; B: 3.6%; C: -0.8%; D: -1.8%

# New compounds follow
# Codes – A = a7 integrin act; B = ASM inhibitor; C = TCR act; D = TSG101-PTAP inh
COc1ccccc1NC(=O)CN1CCN(c2ccc(F)cc2)CC1
  A: 9.0%; B: -2.6%; C: -1.0%; D: -4.4%
O=C(/C=C/c1ccccc1)CCN1CCOCC1
  A: -57.6%[inhibitor]; B: 1.5%; C: 2.3%; D: -7.1%
c1ccc2c(c1)CC(N1CCCCC1)c1ccccc1S2 (centres undefined)
  A: -9.5%; B: 1.8%; C: -2.1%; D: 0.2%
C#Cc1ccc([C@H]2C=C(C(=O)OCC=C)O[C@@H](OCCCCO)C2)cc1
  A: 11.5%; B: -0.4%; C: -4.2%; D: -4.8%
CCCCOc1ccc(SCCCN2CCOCC2)cc1
  A: 15.3%; B: 9.5%; C: -4.7%; D: -1.3%

# Assay outcomes as filed in PubChem BioAssay.
